# High-throughput results (PubChem)
# Ecoli viability: E. coli V3065 growth inhibition, primary screen, counter-screen for AddAB inhibitor project, absorbance, OD600 | 18 h | AID 449728, 2010 | inhibition, % at 11.9 µM | 0.27% of 330,000 active;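 active = inhibition above the campaign's mean inhibition across all tested compounds plus 3 SD, cut at about 9.9% in these data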;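 also: uninfected addAB+ strain grown without phage in ampicillin broth; 0% = DMSO wells and 100% = ciprofloxacin 0.95 µg/ml wells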
# AddAB inh: growth inhibition of E. coli expressing H. pylori AddAB, primary screen, AddAB inhibitor project, absorbance; inhibition, % at 11.9 µM; 0.29% of 330,000 active; AID 435030, 2010; in the data active = inhibition above about 12%;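 also: 0% = vehicle wells of infected cells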
# SR-BI HDL uptake: inhibitors of SR-BI mediated HDL lipid uptake, primary screen, ldlA[mSR-BI] cells, fluorescence, single point; 0.96% of 320,000 active; inhibition, % at 12.5 µM; ldlA[mSR-BI] CHO cells, DiI-HDL uptake fluorescence, 3 h; AID 488896, 2010; Scavenger receptor class B member 1 (Mus musculus), Q61009;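 active = mean replicate inhibition of at least 70% and a set share of replicates each scoring 70 or more; inconclusive = meets just one of the two criteria; inactive = fails both criteria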;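 also: 0% = median of neutral control wells and 100% = median of positive control wells; values of inactives mirror those of a sister screen read the other way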
# Target sequence (Q61009 whole entry, looked up): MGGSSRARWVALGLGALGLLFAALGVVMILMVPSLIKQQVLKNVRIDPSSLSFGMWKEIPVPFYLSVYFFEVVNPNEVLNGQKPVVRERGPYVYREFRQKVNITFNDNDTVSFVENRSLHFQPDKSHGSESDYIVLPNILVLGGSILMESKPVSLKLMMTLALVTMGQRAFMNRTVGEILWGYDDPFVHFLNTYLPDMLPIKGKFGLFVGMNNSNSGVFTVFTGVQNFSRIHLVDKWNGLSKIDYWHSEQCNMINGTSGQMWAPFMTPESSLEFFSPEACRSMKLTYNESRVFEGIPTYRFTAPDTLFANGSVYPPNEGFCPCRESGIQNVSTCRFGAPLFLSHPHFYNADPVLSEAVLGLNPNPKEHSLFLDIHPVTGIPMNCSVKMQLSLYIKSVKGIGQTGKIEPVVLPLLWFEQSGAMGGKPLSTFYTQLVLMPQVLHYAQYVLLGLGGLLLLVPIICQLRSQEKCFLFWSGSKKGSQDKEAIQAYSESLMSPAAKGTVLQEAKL
# Wnt bcat act: Wnt/beta-catenin pathway activators, primary screen, cell-based, plate reader, single point; Wnt/beta-catenin reporter cell assay, activator; activation, % at 9.35 µM; 1.2% of 300,000 active; AID 743398, 2014; in the data active = activation above about 30%, passing the limit was not always enough; inconclusive = no clear call, values can overlap the other calls;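 also: 0% = neutral control wells and 100% = positive control wells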
# SR-BI uptake up: activators of SR-BI mediated DiI-HDL uptake, primary screen, ldlA[mSR-BI] CHO cells, DiI fluorescence; activation, % at 12.5 µM; 3 h; 100 = double the neutral-control signal; AID 504775, 2011; 0.096% of 320,000 active;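 active = mean replicate activation of at least 60% and every replicate at or above 60%; inconclusive = mean or all-replicate condition met, but not both; inactive = mean below 60% and not all replicates reaching 60%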;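 also: 0% = median plate neutral-control signal and 100% = twice that signal; values of inactives mirror those of a sister screen read the other way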
#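 Material: SR-BI-overexpressing, LDLR-lacking CHO cells; schedule: compound exposure 3 h, 37 °C; reagent: DiI-labelled HDL at 10 µg/mL final; technique: bottom-read fluorescence, 550/595 nm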
# CAL PDZ FP-1: untagged CAL PDZ binding inhibitors, primary screen, biochemical, fluorescence polarization, HTS. Golgi-associated PDZ and coiled-coil motif-containing protein (Homo sapiens), Q9HD26. purified CAL PDZ, TMR-peptide fluorescence polarization, 1 h. inhibition, % at 24.9 µM. 0.92% of 300,000 active. AID 602252, 2012;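 active = mean inhibition of at least 30% with at least half of replicates also reaching 30%; inconclusive = no clear call, values can overlap the other calls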;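 also: 0% = DMSO neutral control and 100% = excess unlabeled competitor peptide PRC23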
# Tat export inh: E. coli Tat export inhibitors, primary screen, MC4100, TorA-mCherry reporter, fluorescence, single point; inhibition, % at 10 µM; 0.036% of 340,000 active;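 active = mean replicate inhibition at least 50% and at least half of replicates individually reaching 50%; inconclusive = only one of the two criteria met; inactive = neither criterion met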;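 also: exported cargo escapes ClpAP degradation while cytoplasmic cargo is degraded and loses fluorescence; 0% = median of neutral control wells and 100% = median of NaSCN control wells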
# phage Ecoli inh: growth loss of phage-infected E. coli, primary screen, RecBCD inhibitor project, absorbance, with phage, HTS | inhibition, % at 11.9 µM | 0.26% of 360,000 active; in the data active = inhibition above about 11%
# MITF TRPM1 HTS: activators of MITF-driven TRPM1 promoter reporter, primary screen, cell-based, SK-MEL-5, luciferase, single point. SK-MEL-5 TRPM1-promoter luciferase, 24 h; % of positive control, neutral wells = 0. activation, % at 12.5 µM. 0.75% of 300,000 active. AID 588334, 2011;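 active = mean activation of at least 80% with every replicate also reaching 80%; inconclusive = mean reaches 80% but some replicate falls short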;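 also: 0% = neutral control wells and 100% = parthenolide positive control wells; values of inactives mirror those of a sister screen read the other way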
# CAL PDZ FP-2: CAL PDZ peptide-binding inhibitors, primary screen, biochemical, fluorescence polarization, Cer-tagged CAL PDZ, HTS; purified CAL PDZ, TMR-peptide fluorescence polarization, 1 h; inhibition, % at 20 µM; 0.02% of 330,000 active; AID 504414, 2011;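 active = highest replicate inhibition of at least 40%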;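 also: plate controls were DMSO neutral control wells for no effect and unlabeled competitor peptide control wells for full effect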
#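 Read-out basis: mP drop reported as inhibition | Assay system: Tagged CAL PDZ protein CerCALP, purified | Benchmarks: Unlabelled peptide for full inhibition, DMSO wells as neutral | Schedule: 1 h incubation at room temperature before polarization reading | Buffer or medium: Sodium phosphate/NaCl buffer pH 7.4 with TCEP, IgG, Thesit | Doses: Single point, 20 µM | Measured by: Fluorescence polarization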
# * marks the source's active call; other numbers are inactive results; ? = inconclusive; · = no result given; & = joins results of further samples.
compound,Ecoli viability,AddAB inh,SR-BI HDL uptake,Wnt bcat act,SR-BI uptake up,CAL PDZ FP-1,Tat export inh,phage Ecoli inh,MITF TRPM1 HTS,CAL PDZ FP-2
Cn1c(N)c(C(=O)COC(=O)/C=C/c2ccccc2Cl)c(=O)n(C)c1=O,-2.1,2.7,-4.4,29.7,4.4,1.4,4.8,2.4,52.0,0.6
CN(C)C(=O)NC(Nc1ccc(Cl)cc1Cl)C(Cl)(Cl)Cl (centres undefined),-1.1,-0.8,-13.9,·,13.9,-2.8,7.3,1.7,-8.6,-2.5
Cc1ccc(N2CC(=O)N(NC(=O)c3sc4nc(C)cc(C)c4c3N)CC2=O)cc1,1.5,0.9,3.7,9.1,-3.7,4.4,3.7,0.5,2.5,-0.4
CC(C)N(C(=O)[C@H]1CC(CC(=O)NCCCn2ccnc2)C(=O)N2CCc3c([nH]c4ccccc34)[C@]12C)C(C)C (some centres undefined),-2.3,1.0,-6.1,0.0,6.1,-5.8,-6.5,-0.6,4.2,1.1
O=C(CC1OCC2CCCN2C1=O)Nc1ccc([N+](=O)[O-])cc1 (centres undefined),-2.5,0.1,·,-2.8,·,·,3.7,1.7,-3.5,0.0
O=C(CSc1nc(-c2ccco2)cc(C(F)(F)F)n1)NCCN1CCOCC1,-1.8,-0.2,-0.7,-2.2,0.7,-2.4,-1.1,3.4,-2.2,-2.0
COc1ccc(S(=O)(=O)Nc2ccc3c(c2)C(=O)N([C@H](C)CO)C[C@H](C)[C@@H](CN(C)S(=O)(=O)c2cccs2)O3)cc1,2.4,-0.1,8.9,-1.7,-8.9,-0.6,5.8,2.0,5.9,-0.9
Cc1ccc([N+](=O)[O-])cc1NC(=O)C1CCCC1,0.7,0.5,5.3,-1.8,-5.3,-4.2,3.9,0.8,-2.0,-0.4
O=C1CC(=O)Nc2cc(S(=O)(=O)N3CCOc4ccccc43)ccc2N1,0.4,2.0,-6.9,-4.2,6.9,-1.0,-5.8,2.4,·,-0.6
Cc1ccc(C)c(-n2ccnc2SCC(=O)Nc2cccc(S(=O)(=O)NC3=NCCC3)c2)c1,0.0,-0.3,-2.3,47.3*,2.3,·,-1.0,-3.2,-7.6,-0.4
N#C/C(=C\C=C\c1ccccc1)C(=O)Nc1ccccc1,-1.2,-0.8,32.1,-2.1,-32.1,2.0,-8.3,4.1,-1.7,0.5
CC1(C)CC(=O)C(C(c2ccccc2F)C2C(=O)CC(C)(C)CC2=O)C(=O)C1,0.1,0.5,-15.0,-4.3,15.0,-3.6,-3.7,3.3,-8.9,0.3
C=CCSc1nc2c(c(=N)n1CC=C)C1CCCC1S2 (centres undefined),1.7,0.3,-6.3,·,6.3,-0.8,0.6,0.2,·,-0.8
COc1ccc(C)cc1NC(=O)CO/N=C(\N)CC(=O)Nc1ccccc1OC,-0.9,0.8,20.3,-1.5,-20.3,-2.5,-8.5,1.2,-5.4,0.0
N=c1n(CCN2CCCC2)c2ccccc2n1CC(O)c1ccc(Cl)c(Cl)c1 (centres undefined),1.7,3.7,-14.0,-4.5,14.0,-3.1,12.5,3.3,-98.2,-2.5
CC1=CCC2C(=O)N(c3cccc(C(=O)Nc4ccccc4Cl)c3)C(=O)C2C1 (centres undefined),-0.6,0.6,32.4,3.0,-32.4,0.0,1.5,0.8,3.1,-2.6
S=c1[nH]nc(COc2ccc(Cl)cc2)n1-c1ccc(Cl)cc1,1.0,1.2,-16.4,-0.4,16.4,·,2.7,1.9,0.6,0.3
Cc1cc(=O)oc2c(C)c(OC(C)C(=O)NCCCn3ccnc3)ccc12 (centres undefined),-1.4,2.5,-5.2,1.4,5.2,-3.8,-2.5,3.2,3.7,-1.9
CCC(C)NC(=O)c1cc2c(=O)[nH]c3ccc(C)cc3c2s1 (centres undefined),-1.9,-2.9,2.6,3.1,-2.6,-3.6,1.5,-0.2,-3.7,-2.4
O=[N+]([O-])c1ccc(COP(=O)(O)OCc2ccc([N+](=O)[O-])cc2)cc1,0.0,0.2,·,-0.8,·,·,·,1.9&2.8,·,·
N=C1/C(=C\c2ccc(SCc3ccco3)o2)C(=O)N=C2SC=NN12,-0.6,1.6,-26.0,1.9,26.0,-8.1,-9.4,0.7,-16.4,-1.3
Cn1ccc(-c2ccccc2)n1,1.4,-1.3,-0.1,-2.7,0.1,-1.9,1.0,5.1,16.7,-4.2
COc1ccc(-n2cnc3cc(NS(=O)(=O)c4ccc(C)cc4)ccc32)cc1,1.2,3.1,10.4,·,-10.4,-2.9,3.2,·,·,-1.2
CC(NC1CCCC1)C(=O)Nc1ccccc1-c1ccccc1 (centres undefined),-0.6,-0.2,-10.2,-5.2,10.2,3.0,3.2,2.5,-13.8,-1.1
CC(C)COc1nc2ccccc2nc1C(C#N)C(=O)NC1CCCCC1 (centres undefined),-0.2,5.4,1.8,·,-1.8,·,2.7,1.5,0.9,-0.3
COc1ccc(C2=NOC(C(=O)Nc3c(C)n(C)n(-c4ccccc4)c3=O)C2)cc1OC (centres undefined),-1.8,-2.8,-8.9,-4.1,8.9,-3.5,1.1,2.2,·,-0.7
CCOC(=O)c1ccc(C(=O)OCC)nc1,-1.0,2.8,-22.2,·,22.2,-0.8,-6.0,3.2,4.0,0.1
CCOC(=O)CN1C(=O)C(O)(CC(=O)c2cccc(OC)c2)c2ccccc21 (centres undefined),-1.7,1.0,-3.2,1.8,3.2,·,-8.5,0.6,-13.6,-0.3
NC(=O)CCS(=O)(=O)CCN1CCN(S(=O)(=O)c2ccc3c(c2)CCC3)CC1,-0.2,1.2,-11.6,-0.9,11.6,11.2,14.5,-1.1,·,-0.3
COC(=O)CN(c1ccc2c(c1)OCO2)S(=O)(=O)c1c(C)[nH]c(=O)[nH]c1=O,-1.4,4.0,-11.6,-1.2,·,-2.3,-7.2,2.9,-1.7,-1.0
Fc1ccc(-c2nc3ccccc3[nH]2)cc1,0.3,0.1,2.4,58.3*,-2.4,-2.6,-2.1,4.4,67.1,-0.8
COc1ccc2c(c1)CCCC(Br)C2=O (centres undefined),·,·,-20.0,-1.2,20.0,0.6,-2.9,-0.8,-8.9,-0.7
COc1ccc(/C=N/Nc2nc(-c3ccc(C)cc3)c(NC(C)=O)s2)cc1,-1.3,4.2,66.6,6.1,-66.6,·,-9.4,4.4,·,0.0
CS(=O)(=O)N1CCC(NC(=O)Cc2ccccc2)CC1,0.0,3.0,-7.0,1.3,7.0,-1.2,-0.3,1.4,·,-2.0
Cc1nc(C)c(C(=O)OCC(=O)Nc2cccc(C)c2C)s1,0.7,1.6,-1.9,-1.6,1.9,1.3,-1.6,2.4,2.3,0.5
COc1cc(C(=O)NCCOc2ccc(C)c(C)c2)cc(OC)c1OC,1.3,1.0,-15.6,-2.3,15.6,·,1.4,1.8,1.0,-0.9
CC(C)Oc1ccc(C2CC(=O)N(c3ccc(N(C)C)cc3)C2=O)cc1 (centres undefined),-2.0,-2.2,-15.4,·,15.4,4.8,-6.0,1.0,-3.2,-2.7
CCCCCC1CCC(C(=O)O)CC1 (centres undefined),-0.4,1.7,-41.0,-2.5,41.0,13.8,-1.9,2.0,·,·
O=C(CCNC(=O)c1ccc([N+](=O)[O-])cc1)Nc1ccc(F)cc1F,1.9,1.8,9.1,0.4,-9.1,-2.0,4.0,1.5,-2.5,-0.1
O=c1cc(CN2CCc3ccccc3C2)nc2sccn12,0.9,1.0,-0.3,0.0,0.3,-4.2,1.3,5.7,4.0,-2.5
CCC(C)NC(=O)C1CCC(=O)N(c2ccc3c(c2)OCO3)C1c1ccc(OC)cc1 (centres undefined),-2.4,0.9,-13.2,-0.9,13.2,·,-6.9,3.0,-7.3,0.4
CCCCCC(=O)NC(=S)Nc1ccc2oc(=O)ccc2c1,0.0,-1.6,8.1,-0.3,-8.1,85.7*,-6.2,3.5,4.6,-1.0
O=C(O)c1ccc(N/N=C/c2cccc(C(F)(F)F)c2)cc1,0.0,0.4,-4.2,25.5,4.2,-5.0,-6.9,1.0,110.4*,0.1
O=C(COC(=O)c1cccc(S(=O)(=O)N2CCOCC2)c1)NCc1ccccc1,-1.4,0.5,-7.1,-1.7,7.1,-1.2,-5.2,4.3,-3.5,-0.9
O=C(Oc1ccccc1C(=O)Nc1ccccc1)c1ccc(Br)c([N+](=O)[O-])c1,5.6,3.5,-4.4,?,4.4,-7.8,6.4,7.0,-3.8,-3.7
O=C(C[C@@H]1C/C=C\C[C@@H](Cc2ccc(F)cc2)C(=O)OCCNC1=O)N[C@H](CO)Cc1ccccc1,-0.4,5.6,-9.1,-6.1,9.1,-5.8,-4.1,1.1,-1.6,-0.9
COc1ccccc1CNS(=O)(=O)c1c(C)nc2sccn2c1=O,-1.1,-0.2,-19.8,0.7,19.8,·,7.0,2.7,2.6,0.0
ClCc1nnc(-c2ccccc2)o1,-2.7,5.5,-14.8,13.1,14.8,-3.8,-2.5,4.9,4.9,-2.6
O=C(Nc1ccccc1C(=O)N1CCCCC1)c1ccccc1C(F)(F)F,0.0,2.6,-19.3,-0.3,19.3,-10.6,1.9,-0.4,-6.7,·
CCOc1ccc(NC(=S)NC23CN4CN(CN(C4)C2)C3)cc1,0.5,-0.1,-13.4,0.4,13.4,-1.4,-4.0,2.4,-3.0,-2.1
Cc1cc(-c2nsc(=O)o2)c(S(C)(=O)=O)s1,-1.9,0.3,-34.1,·,34.1,-3.7,-2.9,3.9,·,-1.6
CCOC(=O)C1CCCN(C(=O)c2sc3nc(-c4ccc(F)cc4)cn3c2C)C1 (centres undefined),-0.3,-0.3,49.3,3.7,-49.3,-6.2,8.2,2.8,·,-5.2
NS(=O)(=O)c1ccc(NC(=S)NC(=O)c2ccco2)cc1,0.8,2.7,4.2,-2.0,-4.2,-1.1,0.3,1.0,1.2,-0.3
